Screening data deposited in PubChem by The Scripps Research Institute Molecular Screening Center.
GPR151 ag: human GPR151 activation; Q8TDV0; PathHunter beta-arrestin GPR151 cells, luminescence; activation, % at 11.2 µM; actives 1% (n = 650,000); AID 1508602; in the data active = activation above about 4.9%;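 note: 0% = median of compound wells and 100% = cells with positive control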
Target sequence (Q8TDV0 whole entry, looked up): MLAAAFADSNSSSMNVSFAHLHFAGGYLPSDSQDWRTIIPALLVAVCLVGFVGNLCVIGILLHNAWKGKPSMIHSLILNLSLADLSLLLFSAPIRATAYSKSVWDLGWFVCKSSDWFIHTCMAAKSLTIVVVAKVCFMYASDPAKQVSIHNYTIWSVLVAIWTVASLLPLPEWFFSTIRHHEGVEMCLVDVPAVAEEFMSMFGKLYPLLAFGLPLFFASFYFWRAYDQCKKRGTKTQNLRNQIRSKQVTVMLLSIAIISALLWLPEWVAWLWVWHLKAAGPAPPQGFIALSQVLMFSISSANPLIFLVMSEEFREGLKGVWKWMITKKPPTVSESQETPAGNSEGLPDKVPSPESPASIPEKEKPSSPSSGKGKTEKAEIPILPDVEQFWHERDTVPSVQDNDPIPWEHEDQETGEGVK
FBW7 activator: activators of human E3 ligase FBW7; Q969H0; AlphaScreen FBW7–phospho-cyclin E peptide binding, activator screen; normalized activity (activation), % at 26.1 µM; actives 0.13% (n = 650,000); AID 1259310; in the data active = normalized activity above about 1.9%;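 note: purified mutant Fbw7 with reduced substrate affinity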
MITF inh: blocks human microphthalmia-associated transcription factor | AID 1259374 | inhibition, % at 2.6 µM | AlphaScreen MITF homodimerization, bead proximity signal | O75030 | actives 0.91% (n = 650,000); in the data active = inhibition above about 50%;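 note: 0% = vehicle wells with protein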
Target sequence (O75030 whole entry, looked up): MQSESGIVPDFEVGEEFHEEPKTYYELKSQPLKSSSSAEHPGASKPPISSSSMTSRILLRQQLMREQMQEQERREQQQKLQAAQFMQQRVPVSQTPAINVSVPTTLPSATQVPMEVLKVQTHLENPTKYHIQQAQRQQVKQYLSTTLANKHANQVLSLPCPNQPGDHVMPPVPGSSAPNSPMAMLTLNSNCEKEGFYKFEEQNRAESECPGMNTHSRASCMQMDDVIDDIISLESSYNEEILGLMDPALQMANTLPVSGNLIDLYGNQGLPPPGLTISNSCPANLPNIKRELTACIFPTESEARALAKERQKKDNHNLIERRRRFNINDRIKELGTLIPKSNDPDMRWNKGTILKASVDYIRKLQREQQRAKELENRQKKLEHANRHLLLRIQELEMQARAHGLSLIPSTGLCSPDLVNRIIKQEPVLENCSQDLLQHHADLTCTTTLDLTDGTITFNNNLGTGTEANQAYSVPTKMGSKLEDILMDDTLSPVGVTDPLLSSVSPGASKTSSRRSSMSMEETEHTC
TEAD-YAP inh: TEAD-YAP interaction inhibition. HEK-TIYL cells, TEAD-Gal4/YAP UAS-luciferase luminescence. inhibition, % at 9.12 µM. actives 1.4% (n = 640,000). AID 1259422; in the data active = inhibition above about 32%;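 note: 0% = median of test compound wells and 100% = reference inhibitor wells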
An asterisk follows results filed as active; nt = no result given; & = joins results of further samples.

SMILES | GPR151 ag | FBW7 activator | MITF inh | TEAD-YAP inh
Cc1ccc(CN2CCNC(=O)C2CC(=O)N2CCC(CN3CCOCC3)CC2)cc1 (centres undefined) | 0.7 | 0.1 | 10 | 8
C=CCN1C(=O)/C(=C/c2cc(C)n(-c3cccc(C(=O)OC)c3)c2C)C(=O)NC1=S | -2.4 | -0.3 | 18 | -6
CC1CCN(c2nc(Cl)nc(NC(C)(C)CO)n2)CC1 | -0.6 | 0.1 | -12 | -9
CCOC(=O)c1c(O)c2ccccc2[nH]c1=O | 0.0 | 0.3 | 3 | -7
CN(CCc1ccccc1)C(=O)CC1C(=O)NCCN1Cc1c(F)cccc1Cl (centres undefined) | -0.8 | 0.7 | 6 | -1
CCCN(CCO)Cc1ccc(F)cc1F | 1.2 | 0.2 | 42 | 8
CCOC(=O)C1(Cc2ccccc2C(F)(F)F)CCN(C2CCN(C(C)=O)CC2)CC1 | 0.1 | 0.0 | 0 | -8
COc1ccc(-c2[nH]nc3nc(-c4cn[nH]c4)ccc23)cc1OC | -1.4 | 0.1 | -16 | -6
OCCNc1c2ccccc2nc2ccccc12 | -0.3 | 0.4 | 3 | 71*
O=C(Nc1ccccc1[N+](=O)[O-])c1cccs1 | -1.3 | -0.1 | 10 | -14
O=C1NC2=C(C(=O)N(CCO)C2)C(c2ccc(Cl)cc2)N1 (centres undefined) | -1.1 | -0.1 | -9 | -5
CCC(C)NC(=O)c1ccc(Cn2nnc3ccccc3c2=O)cc1 (centres undefined) | -0.3 | 0.0 | 1 | 7
COC(=O)c1cc(C(=O)Nc2ccc(Br)cc2C)cc([N+](=O)[O-])c1 | 0.0 | 0.1 | 13 | 0
COc1ccccc1-c1nc2s/c(=C3\C(=O)N(C)c4ccccc43)c(=O)n2n1 | 0.4 | 0.1 | -18 | -3
Cc1nnc(SCC(=O)Nc2ncc(Cc3ccc(Cl)cc3)s2)n1N | 2.6 | 0.1 | 10 | 3
Cc1ccc(C)c(Cn2c3ccccc3c3cnn(CC(=O)O)c(=O)c32)c1 | 0.8 | 0.6 | 7 | 7
Cc1ccc(NC(=O)c2cc(-c3ccccc3)nc3c(C)cccc23)cc1 | 0.2 | -0.1 | 5 | 11
O=C(OCC#CCSc1nc2ccccc2o1)C1=CC2C=CC=CC2OC1=O (centres undefined) | -0.1 | -0.1 | 1 | -42
N=C(N)SCCN | 0.5&-0.3&1.5 | 0.5&0.0 | 5&14&-8 | 1
Cc1ccc(-c2nn(CC(=O)N3CCCC3)c(=O)c3ccccc23)cc1 | -0.2 | -0.1 | 0 | 3
Cc1cc(S(=O)(=O)NCc2ccco2)ccc1-n1cnnn1 | 1.4 | 0.1 | 7 | 3
CC1=C(C(=O)Nc2ccccn2)C(c2ccccc2Cl)NC(=O)N1 (centres undefined) | -1.5 | 0.1 | -2 | -79
COc1ccc2nc(SC(=O)c3ccccc3Cl)nc(C)c2c1 | 0.2 | -0.1 | 4 | 4
COc1ccc2nc(-c3ccccc3)c(-c3ccccc3)nc2c1 | -1.6 | 0.0 | 1 | 0
Nc1c(-c2nc(-c3cccs3)cs2)cnn1-c1ccc(F)cc1 | -0.7 | 0.0 | 7 | -37
CCOc1ccccc1Nc1nnc(-c2cc3cc(OC)ccc3oc2=O)s1 | -0.7 | 0.2 | 5 | 14
CCOC(=O)CNC(=O)/C(=C\c1ccccc1)NC(=O)c1ccc(Br)o1 | -0.2 | 0.1 | -5 | 2
COc1ccc(C2=N/C(=C/c3cccc([N+](=O)[O-])c3)C(=O)O2)cc1Br | 0.1 | 0.1 | 0 | -1
COC(=O)C1=C(C)NC2=C(C(=O)c3ccccc32)C1c1ccc(OCC(=O)O)c(Cl)c1 (centres undefined) | 1.1 | -0.6 | -3 | 2
O=C(/C(Br)=C/Nc1nc(-c2ccccc2)cs1)C(F)(F)F | -1.6 | 0.0 | 1 | -47

Record cards (already shown):
CCCN(CCO)Cc1ccc(F)cc1F is listed with GPR151 ag: 1.2; FBW7 activator: 0.2; MITF inh: 42; TEAD-YAP inh: 8
O=C(/C(Br)=C/Nc1nc(-c2ccccc2)cs1)C(F)(F)F is listed with GPR151 ag: -1.6; FBW7 activator: 0.0; MITF inh: 1; TEAD-YAP inh: -47

New compounds follow
SMILES | GPR151 ag | FBW7 activator | MITF inh | TEAD-YAP inh
CCOc1ccc(Br)cc1S(=O)(=O)N1CCN(CC)CC1 | 0.0 | 0.5 | 36 | 16
CC1(C)C=C(c2ccc(C=O)s2)CC(C)(C)N1C=O | -0.5 | -0.2 | -1 | -1
N#CC1(C(=O)Nc2ccc(Cl)c(Cl)c2)CC1 | 0.1 | -0.2 | 10 | 13
Cc1ccc(-c2c3c(nc4sc(C(=O)Nc5ccc(Oc6ccccc6)cc5)c(N)c24)CCCC3)o1 | 1.6 | 0.0 | 1 | -5
CCOc1ncccc1C(=O)Nc1cccc(C(=O)Nc2cccc(S(=O)(=O)CCO)c2)c1 | 2.6 | -0.1 | -8 | 17
COCCCN1C(=O)C(=O)/C(=C(\O)c2ccc(C)cc2)C1c1ccc([N+](=O)[O-])cc1 (centres undefined) | 0.2 | 0.1 | -4 | -4
O=C(NCc1ccco1)/C(=C\c1ccc(Cl)cc1)NC(=O)c1ccco1 | -1.0 | 0.3 | 2 | 3
COc1ccc(-c2[nH]nc3c2C(c2ccoc2)C(C#N)=C(N)O3)cc1 (centres undefined) | 2.2 | -0.5 | -1 | -6
COc1cc(OC)c(C2Nc3ccccc3-c3cc(C)nn32)cc1OC (centres undefined) | 0.4 | -0.2 | 6 | 11
Cc1oc(-c2ccccc2)nc1CS(=O)CC(=O)N1CCc2ccccc2C1 (centres undefined) | 0.4 | -0.2 | 6 | 24
Cc1ccccc1-n1c(-c2ccc3ccccc3n2)n[nH]c1=S | -1.8 | 0.5 | 12 | -8
CCOC(=O)C1CCN(C(=O)c2ccc(OCC)cc2)CC1 | -0.4 | 0.3 | 7 | -2
COc1cccc(C(=O)NCc2nnc(SCC(=O)N3CCc4ccccc43)n2-c2cccc(C)c2)c1 | 0.0 | -0.1 | -6 | 2
CCOC(=O)c1sc2nc(SCC(=O)NC3CCCCC3)n(Cc3ccc(Cl)c(Cl)c3)c(=O)c2c1C | 0.9 | 0.4 | 9 | -1
CCCSc1nc2sc3c(c2c(=O)n1-c1ccccc1)CCC3 | -1.7 | 0.0 | -4 | -9
CCOC(=O)CN(Cc1ccccc1Cl)S(=O)(=O)c1ccc(Br)cc1 | 0.3 | 0.1 | 1 | -3
Cc1ccc(-c2nc3ncccc3o2)cc1NC(=O)COc1ccccc1 | 2.1 | -0.1 | -4 | -4
Cc1ccc(C(=O)CCNc2ccc3ccccc3c2)o1 | 3.3 | 0.0 | 10 | 6
N#CC1=C(N)N(c2ccc(Cl)c(Cl)c2)C2=C(C(=O)CCC2)C1c1cccnc1 (centres undefined) | -0.1 | -0.1 | 6 | 2
Cc1ccc(-c2cc(-c3ccco3)c(C#N)c(SCC(=O)Nc3ccc(Cl)c(Cl)c3)n2)cc1 | 3.6 | 0.1 | -1 | 2
COC(=O)c1ccccc1NS(=O)(=O)c1ccc2c(c1)C(=O)c1ccccc1C2=O | 0.7 | 0.9 | -3 | -7
COc1cccc(N(CC(=O)Nc2ccc(C)cc2)S(C)(=O)=O)c1 | 0.8 | -0.1 | 5 | 7
Cc1cc(N2CCOCC2)nc(SCC(=O)c2ccccc2)n1 | 0.6 | 0.0 | 8 | -28
O=C(c1ccco1)N1CCN(C(c2ccccc2F)c2nnnn2CC2CCCO2)CC1 (centres undefined) | -1.6 | 0.3 | 6 | 6
CC1(C)CC(=O)C2=C(C1)OC(N)=C(C#N)C2c1c(F)cccc1Cl (centres undefined) | -0.1 | 1.4 | 6 | -3
O=[N+]([O-])c1ccc(/C=N/Nc2ccnc3cc(Cl)ccc23)o1 | 2.0 | -0.2 | 18 | 7
Cc1cc(C)cc(OCCOc2ccc(/C=C3/C(=N)N4C(c5ccccc5)=CSC4=NC3=O)cc2)c1 | 0.6 | 0.0 | 17 | 6
Cc1cc(C(=O)NCCn2cnc(-c3ccccc3)cc2=O)c(C)o1 | 0.7 | 0.0 | 4 | -7
Cc1onc(-c2ccccc2)c1C1=N/C(=C\c2ccccc2F)C(=O)O1 | -0.4 | 0.0 | 3 | 9
Cn1c2ccccc2c2nnc(SCC(=O)Nc3cccc4ccccc34)nc21 | -1.0 | -0.1 | 4 | -4
CCNCCC1CCC(=O)N1Cc1ccc(C(=O)OCC)o1 (centres undefined) | 1.1 | 0.1 | 11 | -16
CCOc1ccc(S(=O)(=O)N(CC)c2cccc(C)c2)cc1 | -1.1 | 1.2 | 1 | 14
COc1ccc(N(C(=O)c2cnccn2)C(C(=O)NC2CCCCC2)c2ccccc2)cc1 (centres undefined) | 0.0 | 0.2 | 20 | 2
COc1ccc(NC(=O)C(C)NC(=O)C23CC4CC(CC(C4)C2)C3)cc1 (centres undefined) | 2.9 | 0.0 | 5 | 0
CCOC(=O)N1CCC(N2CCCC(CNC(=O)CCc3ccccc3)C2)CC1 (centres undefined) | 0.7 | 0.0 | 1 | 14
CNC(=S)Nc1ccccc1C(F)(F)F | -0.4 | 0.7 | 2 | 4
CCOC(=O)c1ccccc1-c1ccc(C=C2C(=O)NC(=S)NC2=O)o1 | 2.6 | -0.3 | -14 | 2
CCC(C)(C)C1CCc2c(sc(NC(=O)c3ccc(C)o3)c2C(=O)OC)C1 (centres undefined) | 0.0 | 0.1 | 7 | 7
c1ccc(CNc2nc(NC3CCN(Cc4ccccc4)CC3)nc3c2ncn3C2CCCCC2)cc1 | -0.9 | 0.1 | 27 | -9
CC1(C)Cc2c(cnn2-c2ccccc2)C(=O)/C1=N\NC(=O)c1ccncc1 | 0.8 | 0.3 | 25 | 8
O=C(N/N=C/c1cccc(O)c1)c1cccc([N+](=O)[O-])c1 | 0.0 | 0.0 | -9 | -4
N#Cc1c(N)n(-c2ccc(F)cc2F)c2nc3ccccc3nc12 | 0.3 | 0.0 | -6 | -8
Cc1cc(=O)oc2cc(O[C@H]3C=C[C@@H](C#CC(C)(C)C)O[C@@H]3CO)ccc12 | 2.8 | -0.1 | 1 | nt
O=C(Nc1sc2c(c1C(=O)NCC1CCCO1)CCC2)c1ccc(Cl)c([N+](=O)[O-])c1 (centres undefined) | 0.8 | -0.2 | -4 | 0
O=C(CCN1CCN(Cc2ccccc2)CC1)Nc1ccc(Br)cc1 | -1.9 | 1.4 | 20 | -14
COc1ccc(N2CCN(S(=O)(=O)CCNC(=O)Cc3ccc(Cl)cc3)CC2)cc1 | -0.8 | 0.6 | -1 | 4
O=C1CCC(CCNCc2ccccn2)N1CC1(N2CCCCC2)CCCC1 (centres undefined) | 0.2 | -0.1 | 17 | -3
Cc1ccc(/C=C/C(=O)Nc2ccc(F)cc2)cc1 | -3.2 | 0.1 | -5 | -50
CC(C)CCNC(=O)c1ccc2c(=O)n(Cc3ccc4c(c3)OCO4)c(=S)[nH]c2c1 | -0.3 | 1.1 | 14 | 0
C=C(C)Cn1c(N2CCC(C)CC2)nc2c1c(=O)[nH]c(=O)n2C | 0.2 | -0.2 | 5 | 1

15 compounds from above, ordered by heavy-atom count, rising.
SMILES | GPR151 ag | FBW7 activator | MITF inh | TEAD-YAP inh
CNC(=S)Nc1ccccc1C(F)(F)F | -0.4 | 0.7 | 2 | 4
Cc1ccc(/C=C/C(=O)Nc2ccc(F)cc2)cc1 | -3.2 | 0.1 | -5 | -50
O=C(N/N=C/c1cccc(O)c1)c1cccc([N+](=O)[O-])c1 | 0.0 | 0.0 | -9 | -4
CCOc1ccc(S(=O)(=O)N(CC)c2cccc(C)c2)cc1 | -1.1 | 1.2 | 1 | 14
C=C(C)Cn1c(N2CCC(C)CC2)nc2c1c(=O)[nH]c(=O)n2C | 0.2 | -0.2 | 5 | 1
N#Cc1c(N)n(-c2ccc(F)cc2F)c2nc3ccccc3nc12 | 0.3 | 0.0 | -6 | -8
O=C(CCN1CCN(Cc2ccccc2)CC1)Nc1ccc(Br)cc1 | -1.9 | 1.4 | 20 | -14
CCOC(=O)c1ccccc1-c1ccc(C=C2C(=O)NC(=S)NC2=O)o1 | 2.6 | -0.3 | -14 | 2
Cc1cc(=O)oc2cc(O[C@H]3C=C[C@@H](C#CC(C)(C)C)O[C@@H]3CO)ccc12 | 2.8 | -0.1 | 1 | nt
O=C1CCC(CCNCc2ccccn2)N1CC1(N2CCCCC2)CCCC1 (centres undefined) | 0.2 | -0.1 | 17 | -3
Cn1c2ccccc2c2nnc(SCC(=O)Nc3cccc4ccccc34)nc21 | -1.0 | -0.1 | 4 | -4
O=C(Nc1sc2c(c1C(=O)NCC1CCCO1)CCC2)c1ccc(Cl)c([N+](=O)[O-])c1 (centres undefined) | 0.8 | -0.2 | -4 | 0
COc1ccc(N(C(=O)c2cnccn2)C(C(=O)NC2CCCCC2)c2ccccc2)cc1 (centres undefined) | 0.0 | 0.2 | 20 | 2
Cc1cc(C)cc(OCCOc2ccc(/C=C3/C(=N)N4C(c5ccccc5)=CSC4=NC3=O)cc2)c1 | 0.6 | 0.0 | 17 | 6
c1ccc(CNc2nc(NC3CCN(Cc4ccccc4)CC3)nc3c2ncn3C2CCCCC2)cc1 | -0.9 | 0.1 | 27 | -9
